Bioassay records: PubChem, National Center for Advancing Translational Sciences (NCATS)
SW480 rereplic: DNA re-replication induction in SW480 cells. SW480 DNA re-replication, Hoechst DNA content imaging, 48 h. Potency, µM (highest dose often 46.1 µM), for inactives: at the highest dose re-replication activation, hits mostly activators. AID 624297. 340,000 tested, 1.8% active; further: % of control where 0% means no effect; nearly all actives have a fitted effect of over 55% in size
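Quantitative HTS format with DMSO vehicle controls; 48 hr drug incubation at 37 C, then 40 min Hoechst staining and scanning imager measurement at 405 nm excitation.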
HT1080 IDH1KD tx: kills HT-1080 cells with IDH1 knockdown; HT-1080 IDH1 knockdown viability, ATP luminescence, 48 h; Potency, µM (doses to about 46.1 µM), for the others: at the top dose activity, negative = toxicity, actives largely listed as cytotoxic; 360,000 tested, 2% active; AID 686971;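 further: 0% = DMSO wells and -100% = cell-free medium wells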
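Knockdown cells (IDH1KD HT-1080) received compounds 2 h after plating at 750 cells/well and were kept 48 h at 37 °C in 5% FBS RPMI. A CellTiter-Glo luminescence read gave % activity for curve fitting.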
TDP-43 yeast inh: inhibitors of TDP-43 toxicity in yeast; TDP-43 expressing yeast growth rescue, BacTiter-Glo, 24 h; Potency, µM (highest dose often 46.1 µM), for inactives: at the highest dose growth rescue (activation), usual class: activators; 410,000 tested, 1.8% active; AID 652104; further: % of control where 0% means no effect; nearly all actives have a fitted effect of over 50% in size
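Galactose-induced TDP-43 yeast, OD600=0.02, compound pinned; 24 hr, 30 deg C; BacTiter-Glo luminescence for growth. Inhibitors of TDP-43 toxicity read as activators.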
KB-3-1 cytotox: KB-3-1 parental cell cytotoxicity. KB-3-1 viability, CellTiter-Glo ATP luminescence, 72 h. Potency, µM (titrated, usually from 46.1 µM), for the others: top-dose activity change, negative = cytotoxic, hits mostly cytotoxic. 400,000 tested, 1.4% active. AID 1347075; further: on the % scale 0 is the no-effect control and ±100 the full control effect; nearly all actives have a fitted effect of over 60% in size
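Parental KB-3-1 adenocarcinoma cells in phenol-red-free DMEM with 10% FBS were pin-treated with compounds at several concentrations, incubated 72 h at 37 °C, and viability read by CellTiter-Glo luminescence; concentration-effect curves were fitted after normalization.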
HT1080NT lethal: kills 2HG-producing HT-1080-NT fibrosarcoma cells; HT-1080-NT fibrosarcoma viability, CellTiter-Glo ATP luminescence, 48 h; Potency, µM (titrated, usually from 46.1 µM), for the others: at the top dose activity, negative = less viability, usual class: cytotoxic; 360,000 tested, 1.6% active;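 further: NT is the 2HG producing partner of a matched IDH1 knockdown line; 0% = DMSO-treated cells and -100% = media-only wells without cells; nearly all actives have a fitted effect of over 55% in size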
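Compounds were tested in concentration-response format on HT-1080-NT cells for 48 hours at 37 degrees C. Cell viability came from CellTiter-Glo luminescence; curves were classified by r2, response magnitude and activity.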
KB-V1 cytotox: KB-V1 MDR subline cytotoxicity. KB-V1 MDR cells viability, CellTiter-Glo, 72 h. Potency, µM (highest dose often 46.1 µM), for inactives: at the highest dose activity change, negative = cytotoxicity, most hits filed as cytotoxic. 400,000 tested, 3.4% active. AID 1347076; further: on the % scale 0 is the no-effect control and ±100 the full control effect; nearly all actives have a fitted effect of over 60% in size
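Potencies derive from concentration-effect curves fitted to normalized luminescence (CellTiter-Glo) of KB-V1 cells treated for 72 h at 37 degrees C in phenol-red-free DMEM containing 10% FBS.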
GLP1R ag: GLP-1 receptor (human) agonism; 380,000 tested, 0.007% active; Potency, µM (titrated, usually from 45.6 µM), for the others: at the highest dose activation, most hits filed as activators; AID 624172; HEK293 GLP-1R CRE-luciferase, luminescence, 4-6 h; cells express a hypersensitive GLP-1R form; further: % of control where 0% means no effect
Target sequence (P43220 whole entry, looked up): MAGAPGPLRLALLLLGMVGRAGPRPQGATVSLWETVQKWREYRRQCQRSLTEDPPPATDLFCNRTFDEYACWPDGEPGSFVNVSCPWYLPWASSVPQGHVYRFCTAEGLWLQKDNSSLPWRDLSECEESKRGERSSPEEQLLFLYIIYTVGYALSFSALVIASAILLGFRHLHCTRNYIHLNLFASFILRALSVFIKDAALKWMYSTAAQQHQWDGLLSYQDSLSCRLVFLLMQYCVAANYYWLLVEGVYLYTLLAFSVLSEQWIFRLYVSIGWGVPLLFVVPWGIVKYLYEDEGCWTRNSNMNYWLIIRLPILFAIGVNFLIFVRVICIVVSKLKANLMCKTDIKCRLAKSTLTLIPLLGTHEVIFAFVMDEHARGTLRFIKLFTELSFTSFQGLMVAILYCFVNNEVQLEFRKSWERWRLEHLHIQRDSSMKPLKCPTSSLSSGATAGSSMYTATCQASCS
GLP1R inv ag: inverse agonists of human GLP-1 receptor. HEK293 GLP-1R CRE-luciferase, luminescence, 24 h; GLP-1R form is constitutively active. 410,000 tested, 1.6% active. P43220. Potency, µM (highest dose often 38.3 µM), for inactives: top-dose activity change, negative = inhibition, usual class: inhibitors; further: on the % scale 0 is the no-effect control and ±100 the full control effect; nearly all actives have a fitted effect of over 55% in size
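Seeding at 200 cells/uL, 12 h culture, 24 hr compound treatment, then luciferase reagent and a luminescence read; cells are HEK293 stably expressing a constitutively active GLP-1R plus cAMP-responsive luciferase.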
GLP1R cytotox: cytotoxic in the GLP-1 receptor inverse agonist counter-screen. AID 624418. HEK293 cAMP-luciferase reporter cells, luminescence, 24 h. Potency, µM (highest dose often 38.3 µM), for the others: at the top dose activity change, negative = inhibition, most hits filed as inhibitors. 410,000 tested, 0.13% active;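 further: loss of luciferase light is scored as toxicity; on the % scale 0 is the no-effect control and ±100 the full control effect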
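A 23 nL compound transfer followed 12 hours of cell culture at 37 deg C; exposure then lasted 24 hr. Luciferase assay detection reagent was dispensed and plates read for luminescence after a 12 min room-temperature wait.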
Active calls of the source: *; ? = inconclusive; / = no result given; & = joins results of further samples; [ ] = dose if it differs, or a comment. The call rests on the fitted dose curve; in most records, active means well fitted curve in the direction sought with a large enough effect; inconclusive means small, poorly fitted or top-dose-only effect, or another doubt; inactive means no such curve, though single readings can be large; an effect the other way counts as inactive or inconclusive. Potency means the concentration at half of the fitted maximal effect. An excerpt. The share of hits here may be higher or lower than overall.

SMILES	SW480 rereplic	HT1080 IDH1KD tx	TDP-43 yeast inh	KB-3-1 cytotox	HT1080NT lethal	KB-V1 cytotox	GLP1R ag	GLP1R inv ag	GLP1R cytotox
N#Cc1c(/N=C/c2ccc(O)cc2O)sc2c1C1CCN2CC1	/	-15.5%	-3.4%	?	-9.2%	2.2%	?	4.9%	4.4%
Cc1cccc(NC(=O)N2CCCC2)c1	12.3%	-2.7%	-10.7%	-5.3%	4.3%	20.1%	-0.8%	13.9%	6.1%
Cc1nc2ccc(Cl)cn2c1P(=S)(N1CCOCC1)N1CCOCC1	-0.3%	3.8%	-13.4%	-2.1%	0.4%	-1.0%	2.1%	3.0%	6.6%
O=C(O)C1C(C(=O)O)C2(Cl)C(Cl)=C(Cl)C1(Cl)C2(Cl)Cl (stereo unspecified)	10.1%	5.4%	21.0%	0.0%	23.2%	11.7%	-3.9%	4.6%	-4.4%
COc1cc(N2CCOCC2)ccc1/C=C1\C(=O)NC(=O)N(Cc2cccs2)C1=O	-0.2%	-12.0%	18.0%	9.5%	-4.9%	4.3%	0.4%	56.5%[activator]	10.2%
CC1COC2N=C(N[N+](=O)[O-])NC2O1 (stereo unspecified)	-12.3%	18.0%	-9.6%	?	19.8%	?	10.8%	12.7%	0.1%
C[C@]12CC[C@H]3[C@@H](CC[C@]4(O)C[C@@H](O)CC[C@]34C=O)[C@@]1(O)CC[C@@H]2C1=CC(=O)OC1	2.59µM*	0.651µM*	15.1%	0.517µM*	1.16µM*	0.92µM*	-9.8%	1µM*	?
Cc1nc2cc(-c3ccccc3)nn2c(C)c1CCC(=O)N1CCC2(CC1)OCCO2	3.5%	-0.6%	?	-7.1%	-4.7%	-20.0%	7.1%	6.5%	4.2%
COC(=O)C1=C(c2cccc3c2S(=O)(=O)c2ccccc2-3)C[C@@H]2CC[C@H]1N2C(=O)N1CCc2cc(OC)c(OC)cc2C1	0.3%	-13.5%	?	-16.1%	-5.0%	3.7%	24.7%	-6.5%	0.6%
CCOC(=O)C(O)(c1ccc(NC(=O)NC2CCCCC2)cc1)C(F)(F)F (stereo unspecified)	5.9%	?	-18.9%	-6.6%	-3.5%	?	-3.5%	-22.3%	9.7%
CN(Cc1ccccc1)C1CCCN(C(=O)COc2ccccc2Cl)C1 (stereo unspecified)	-4.0%	-1.6%	1.5%	0.0%	-7.6%	?	-2.3%	?	-7.7%
CC[N+](CC)(CC#CCO)CC#Cc1ccccc1	-7.5%	-5.6%	-2.2%[9.22 µM]	-1.1%	-1.1%	0.2%	3.4%	4.8%	0.6%
NC(=O)OCCCc1ccccc1	-0.8%&-10.4%	10.9%	0.0%	0.0%	1.0%	-0.4%	-5.5%&9.0%	0.2%	1.7%
CC1(C)CC2CC(C)(CN2S(=O)(=O)c2cccc(C(=O)OCC(=O)NC(N)=O)c2)C1 (stereo unspecified)	?	2.3%	-25.4%	-0.2%	-0.8%	10.5%	8.2%	1.6%	-0.3%
COc1cccc(C2(O)CCSCC2CN(C)C)c1 (stereo unspecified)	-5.4%	17.8%	10.1%	12.0%	4.8%	-3.1%	-11.7%	3.7%	-4.1%
O=c1[nH]c(=O)n(-c2ccc(Br)cc2)c(O)c1C=NCCN1CCCCC1	2.6%	13.3%	-11.6%	-9.2%	-0.3%	10.6%	6.9%	18.8%	12.6%
Cc1ccc(Nc2cc(C)nc3ccc(C)cc23)cc1	0.5%	?	-12.1%	0.0%	?	-10.1%	4.2%	?	?
CCOc1ccccc1NC(=O)Cn1c(=O)oc2ccccc21	10.0%	-6.2%	?	-7.2%	15.6%	0.0%	11.3%	6.1%&10.7%	4.7%&1.8%
N#CC1=C(N)C(C#N)(C#N)C(c2ccncc2)C2CN(C(=O)OCc3ccccc3)CC=C12 (stereo unspecified)	?	20.6µM*	6.7%	?	?	?	-4.7%	60.4%[activator]	11.1%
C=CCN1C(=O)NC(=O)/C(=C/C=C/c2ccccc2)C1=O	?	20.6µM*	9.5%	-19.8%	?	16.3%	-3.6%	-16.6%	?
O=[N+]([O-])c1cc(F)c(N2CCCC2)cc1Br	-9.3%	11.1%	2.8%	17.4%	3.5%	0.0%	10.0%	1.6%	2.5%
Cc1cccc(-n2c(O)c(/C=C3/C(c4ccccc4)=Nc4ccccc43)c(=O)[nH]c2=O)c1	3.66µM*	5.8µM*	?	5.17µM*	16.4µM*	?	5.3%	?	7.6%
CC(C)OP(=O)(OC(C)C)C(O)c1cccnc1 (stereo unspecified)	2.1%	2.7%	8.3%	-9.5%	6.2%	-1.5%	-4.9%	5.1%	-1.0%[1.53 µM]
CC1CC2(C)C(CCC3C2CCC2(C)C(OP(=O)(N4CC4)N4CC4)CCC32)CC1=O (stereo unspecified)	-2.8%	4.2%	-5.1%	2.3%	23.8%	-27.8%	6.2%	21.6%	-0.7%
N#CC[N+]1(CCCNP2(=O)C=C(c3ccccc3)OC(c3ccccc3)=C2)CCOCC1	?	-1.5%	-9.3%	-1.1%	0.8%	-7.4%	9.0%	11.5%	0.4%

Next part
SMILES	SW480 rereplic	HT1080 IDH1KD tx	TDP-43 yeast inh	KB-3-1 cytotox	HT1080NT lethal	KB-V1 cytotox	GLP1R ag	GLP1R inv ag	GLP1R cytotox
CC(C)COP(=O)(c1ccc(N(C)C)cc1)C(Nc1ccccc1)c1ccccc1 (stereo unspecified)	?	-5.8%	-13.5%	?	-11.5%	?	-2.3%	?	-19.5%
COc1cccc(CN2CCN(C(=O)COc3ccc4ccccc4c3)CC2)c1	2.4%	-12.8%	-2.4%	-27.1%	-16.4%	?	-2.1%	11.2µM*	-17.0%
O=C(CCC1CCCC1)c1c(O)c2ccccc2oc1=O	-7.9%	-1.2%	-58.7%[inhibitor]	?	-1.2%	-2.0%	-2.3%	?	-6.2%
Cc1noc(C)c1CSCC(=O)Nc1ccc(C#N)c(Cl)c1	-22.1%	0.0%	-3.4%	-3.9%	-5.5%	-15.6%	-7.7%	?	0.6%
COc1cccc2c1O[C@H]1C(=O)CC[C@H]3CN(C)CCC231 (stereo partly specified)	-8.9%	/	/	3.2%	/	8.8%	-2.9%	/	/
CC(C)(CN)CC(=O)O	?	-1.3%	-11.4%	-15.3%	-1.4%	23.1%	-4.8%	15.7%	-7.3%
COc1ccc(NC2=NCC(Cc3ccc(Br)cc3)S2)cc1 (stereo unspecified)	?	20.6µM*	-10.8%	23.1µM*	?	-26.6%	23.7%	?	?
CC(Cc1ccccc1Sc1ccccc1)N(C)C (stereo unspecified)	?	-25.8%	0.0%	-7.1%	-11.4%	-5.4%	-7.6%	?	-13.9%
Cc1ccc2c(c1)C(c1ccccc1)=NCC(=O)N2	6.6%	-3.1%	12.8%	13.9%	4.8%	13.2%	12.9%	-8.7%	-3.0%
COc1ccc(NC(=O)CCOc2cc(C)ccc2C)cc1S(=O)(=O)N1CCCCC1	0.9%	0.3%	18.6%	?	-3.6%	?	-1.4%	?	6.7%
CCn1c(C)c(P(=O)(N2CCOCC2)N2CCOCC2)c2ccccc21	0.6%	9.8%	17.3%	5.7%	6.6%	-12.1%	1.7%	23.6%	22.5%
CC(=NCc1ccc2c(c1)OCO2)c1c(O)n(-c2ccc(C)cc2)c(=O)[nH]c1=O	-8.0%	-15.3%	2.3%	4.8%	-6.9%	-1.9%	2.1%	8.9%	5.9%
CCOc1cc2c(cc1OCC)-n1cccc1C(c1ccccc1F)NC2 (stereo unspecified)	-4.2%	-21.0%	-7.7%	-17.9%	?	-2.4%	28.9%	?	12.7%
CC(C)(C)c1cc(C(=O)N/N=C/c2ccc([N+](=O)[O-])s2)n[nH]1	?	-10.8%	9.7%	?	-19.5%	?	4.1%	-7.7%	?
O=C(O)C(Cl)(Cl)Cl	15.9%&-4.5%	10.3%	0.8%	0.0%	46.7%	22.0%	?	9.9%	-4.6%
Cc1ccc(NC(=O)c2nc(S(=O)(=O)Cc3ccccc3)ncc2Cl)cc1	20.2%	6.51µM*	?	13µM*	18.4µM*	?	-4.9%	?	?
COC(=O)C1C(O)C(C)C(O)C(C)/C=C\C=C(/C)C(=O)Nc2c(C)c(OC(C)=O)c3c(c2O)C(=O)C(C)=C2OCOC(=C23)/C(C)=C/C(C)(O)C(O)C(C)C1O (stereo unspecified)	-10.8%	-0.4%	-1.8%	-3.2%	6.8%	-5.1%	-3.0%	-5.7%	-7.2%
CCn1c(C)c(C(=O)NCCc2ccccc2)c2cc(OC)ccc21	1.6%	-11.5%	0.0%	0.6%	-1.1%	-14.6%	19.1%	?	1.1%
CC(=O)Nc1cc(C(=O)N2CCC3(CC2)OCCO3)ccc1Sc1ccc(C)cc1	-6.0%	-5.5%	-2.2%	2.8%	-3.8%	-5.4%	-10.9%	-1.5%	-10.3%
CN(C)CCCNCC(=O)Nc1ccc(Cl)cc1C(=O)c1ccccc1	-7.5%	-4.6%	-7.8%	13.9%	-12.0%	?	3.7%	-28.0%	2.2%

Exported with bars between the fields: entries from further up
SMILES | SW480 rereplic | HT1080 IDH1KD tx | TDP-43 yeast inh | KB-3-1 cytotox | HT1080NT lethal | KB-V1 cytotox | GLP1R ag | GLP1R inv ag | GLP1R cytotox
CC(C)(C)c1cc(C(=O)N/N=C/c2ccc([N+](=O)[O-])s2)n[nH]1 | ? | -10.8% | 9.7% | ? | -19.5% | ? | 4.1% | -7.7% | ?
O=C(O)C(Cl)(Cl)Cl | 15.9%&-4.5% | 10.3% | 0.8% | 0.0% | 46.7% | 22.0% | ? | 9.9% | -4.6%
